MCF10A rereplic = A quantitative high throughput screen for small molecules that induce DNA re-replication in MCF 10a normal breast cells; MCF 10A DNA re-replication, Hoechst nuclear intensity, 48 h; Potency, µM (series often up to 46.1 µM), for inactives: at the top dose activity, positive = re-replication, usual class: activators; 2.9% of 350,000 active; AID 624296, 2012; also: potency is read from the fitted curve at half-maximal effect; % of control where 0% means no effect; nearly all actives have a fitted effect of over 50% in size
ATXN viability = Viability Counterscreen for Primary qHTS for Inhibitors of ATXN expression; S2 cells (HEK-293 line with an ATXN2-luciferase reporter) viability, CellTiter-Fluor protease fluorescence, 24 h; Potency, µM (highest dose often 56.7 µM), usual class: cytotoxic; 0.49% of 400,000 active; AID 651635, 2014; also: potency is read from the fitted curve at half-maximal effect; nearly all actives have a fitted effect of over 40% in size
Nrf2 block = Nrf2 qHTS screen for inhibitors; A549 ARE-Fluc reporter, luciferase luminescence, 18-24 h; Potency, µM (top dose mostly 46 µM), without a hit: at the highest dose activity change, negative = inhibition, actives largely listed as inhibitors; 2.1% of 360,000 active; also: potency is read from the fitted curve at half-maximal effect; % is scaled to controls: 0 for no effect and ±100 for the full control effect; nearly all actives have a fitted effect of over 60% in size
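Quantitative HTS in A549 cells stably bearing an antioxidant response element-firefly luciferase construct. Inhibition of Nrf2-driven transcription was scored by luminescence after 18-24 h of compound exposure at 37 °C.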
TGFb inhibitor = qHTS for Inhibitors of TGF-b | 1.2% of 410,000 active | Potency, µM (titrated, usually from 46.1 µM), without a hit: at the top dose activity, negative = inhibition, usual class: inhibitors | AID 588855, 2011 | HepG2 CAGA-GFP TGF-b/SMAD3 reporter, GFP fluorescence, 18 h; TGF-beta stimulated, 500 pg/mL final; also: potency is read from the fitted curve at half-maximal effect; % is scaled to controls: 0 for no effect and ±100 for the full control effect; nearly all actives have a fitted effect of over 65% in size
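Using HEPG2 CAGA-GFP reporter cells at 1000 cells/well, we pinned test compounds, stimulated with recombinant TGF-beta (500 pg/mL final) and measured total well GFP after 18 h.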
HepG2 viability = qHTS for Inhibitors of TGF-b: Cytotox Counterscreen | 0.76% of 410,000 active | HepG2 CAGA-GFP viability, ATP luminescence, 18 h | Potency, µM (top dose mostly 46.1 µM), for the others: top-dose activity change, negative = cytotoxicity, hits mostly cytotoxic; also: potency is read from the fitted curve at half-maximal effect; some results filed as inactive show a strong effect at the top dose
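CellTiter-Glo luminescence gave cytotoxicity after 18 hours at 37 degrees C. The cells were HepG2 CAGA-GFP in 1% FBS DMEM, stimulated with 500 pg/mL TGF-beta after compound addition. %Activity was normalised to no-cell wells (complete cell-killing) and DMSO (no toxicity), and curves were fitted and classified.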
ATXN2 expr inh = Primary qHTS for Inhibitors of ATXN expression; 0.72% of 360,000 active; Potency, µM (series often up to 57 µM), without a hit: top-dose activity change, negative = inhibition, actives largely listed as inhibitors; AID 1745845, 2022; HEK-293 ATXN2-luciferase reporter, luminescence, 24 h; also: potency is read from the fitted curve at half-maximal effect; % is scaled to controls: 0 for no effect and ±100 for the full control effect; nearly all actives have a fitted effect of over 55% in size
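ATXN2-luciferase reporter cells (luciferase flanked by upstream and downstream ATXN2 gene portions) were treated 24 h at 37 °C with compounds at up to 57 uM. SteadyGlo luminescence gave expression; GF-AFC fluorescence gave viability.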
A549 viability = Nrf2 qHTS screen for inhibitors: counterscreen for cytotoxicity; 0.16% of 390,000 active; A549 ARE-Fluc cells, CellTiter-Fluor viability, 18-24 h; AID 504648, 2011; Potency, µM (titrated, usually from 46 µM), inactives show top-dose activity change, negative = cytotoxicity, hits mostly inhibitors; also: potency is read from the fitted curve at half-maximal effect; % is scaled to controls: 0 for no effect and ±100 for the full control effect
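A549 ARE_Fluc cells in 5% FBS OPTI-MEM were exposed to compounds in concentration-response for 18-24 h at 37 deg C. Viability was read by CellTiter-Fluor fluorescence (Ex 405/Em 525) after 30 min, before the luciferase read.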
Nrf2 activator = qHTS of Nrf2 Activators | AREc32 ARE-luciferase reporter (MCF7-derived line), luminescence, 24 h | Potency, µM (top dose mostly 46.1 µM), for inactives: top-dose activation, hits mostly activators | 0.31% of 410,000 active; also: potency is read from the fitted curve at half-maximal effect; % of control where 0% means no effect; nearly all actives have a fitted effect of over 65% in size
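AREc32_Fluc, 1000 cells/well, OPTI-MEM + 5% FBS, o/n 37 deg C 5% CO2; 23 nL cpd by pin tool, 24 hr; Steady-Glo 30 min RT, luminescence.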
IL-1B inflam inh = qHTS for Inhibitors of Inflammasome Signaling: IL-1-beta AlphaLISA Primary Screen; 4.7% of 360,000 active; AID 743279, 2014; THP-1 LPS/ATP IL-1B secretion, AlphaLISA, 16 h; stronger effect = lower value; activity change, % at 57.5 µM; in the data active = activity change below about -50%; inconclusive = mostly about -30% to -49%; also: % is scaled to controls: 0 for no effect and ±100 for the full control effect
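Secreted IL-1B measured by AlphaLISA bead assay after 16 h compound exposure of THP-1 cells; compounds (final up to 57.5 uM) added 1 h before LPS (250 ng/mL) and ATP (1.25 mM) stimulation; lower signal means less secretion.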
An asterisk follows results filed as active; i = inactive; ? = inconclusive; . = not tested or not shown; [ ] = dose if it differs, or a comment. Unless noted, calls follow the shape of the dose curve; as a rule, active = well fitted curve in the direction sought with a large enough effect; inconclusive = small, poorly fitted or top-dose-only effect, or another doubt; inactive = no such curve, though single readings can be large; an effect the other way counts as inactive or inconclusive.

Structure | MCF10A rereplic | ATXN viability | Nrf2 block | TGFb inhibitor | HepG2 viability | ATXN2 expr inh | A549 viability | Nrf2 activator | IL-1B inflam inh
CC(C)n1nc(CC(=O)O)c2ccccc2c1=O | 3.8% | i | 5.2% | 5.3% | -0.7% | -4.5% | 12.9% | 0.0% | -4.2
COc1cc(OC)cc(-n2nc(C(=O)N3CC(C)CC(C)C3)c3ccccc3c2=O)c1 (stereo unspecified) | 1.8% | ? | -26.0% | -3.9% | -24.3% | -2.5% | -10.6% | -0.3% | -4.7
Cc1ccc(S(=O)(=O)CCC(=O)OCc2ccc(Cl)c(Cl)c2)cc1 | 3.3% | i | 1.0% | 3.4% | -17.5% | -5.5% | 1.3% | -0.1% | -2.0
CCC12CC1(C(=O)OC)C(=O)N1CCc3c([nH]c4ccccc34)C12 (stereo unspecified) | . | i | . | -29.3% | 3.1% | 13.6% | . | -0.6% | -58.9*
O=C(CSc1ccc2ccccc2c1)NCCc1ccc(O)c(O)c1 | ? | . | 12.7% | -28.8% | -10.3% | 0.7% | -10.3% | ? | -52.9*
COC(=O)c1cc2ccsc2n1Cc1nc(-c2ccc(Cl)cc2)oc1C | -0.8% | i | 14.9% | -10.6% | -2.7% | 8.9% | 2.1% | -1.7% | 15.9
COc1ccccc1C(=O)Nc1ccc(NC(=O)c2ccco2)c(C)c1 | -1.2% | i | -14.0% | 7.5% | -45.5% | 5.9% | -6.4% | 0.2% | -55.2*
CCCNC(=O)c1c(N)n(-c2ccc3c(c2)OCO3)c2nc3ccccc3nc12 | 16.8% | ? | 0.5% | 0.0% | -0.1% | -37.4% | -10.4% | -0.3% | -22.4
Cc1cccc[n+]1CC(=O)c1ccccc1 | 0.4% | i | 15.4% | 0.5% | 7.9% | 19.9% | 4.9% | 1.6% | 22.7
O=C(Nc1ccccc1)NN(C(=O)CCl)c1ccccc1 | 8.2µM* | . | 20.6µM* | ? | -150.1% | ? | ? | ? | -96.1*
O=C(Nc1ccc(N2CCOCC2)c(Cl)c1)c1cc(F)c(F)cc1Cl | 3.9% | i | -7.4% | -3.8% | -28.1% | 15.2% | -2.1% | -0.2% | -58.0*
Cc1ccc(CNc2ccc3c(c2)ncn3C(C)C)cc1 | -3.5% | ? | ? | -25.3% | -31.5% | . | -1.0% | 6.7% | ?
CN1CCN(c2ncnc3c2ncn3[C@H]2CN(Cc3cccs3)C[C@@H](CO)O2)CC1 | . | i | . | 1.4% | -0.6% | 8.4% | . | -0.3% | 23.7
Cn1cncc1C#Cc1c(-c2ccc(S(C)(=O)=O)cc2)sc2ccccc12 | ? | i | ? | 31.3%[activator] | 0.5% | -17.6% | -0.9% | 20.5% | 7.7
COCCOC(=O)c1c(C)oc2c1cc(NS(=O)(=O)c1ccc(Cl)c(C)c1)c1ccccc12 | . | ? | -9.0% | ? | -25.7% | -28.2% | -12.7% | 4.5% | .
Cc1ccc(C(C)NC(=S)NCc2ccc(F)cc2)c(C)c1 (stereo unspecified) | 17.9% | i | ? | ? | -0.8% | -1.6% | -3.5% | -0.4% | -15.7
NS(=O)(=O)c1ccc(NC(=S)NC(=O)c2cccs2)cc1 | -5.1% | i | -3.8% | -2.7% | -11.3% | . | -1.7% | 3.3% | -17.2
CCc1ccc(S(=O)(=O)NC(CC(=O)O)c2ccccc2)cc1 (stereo unspecified) | 2.0% | i | 2.6% | -15.1% | -35.5% | -6.9% | 1.8% | -0.1% | 21.4
C=CCOc1cccc(C(=O)N2CCCC(Nc3ccc(F)cc3)C2)c1 (stereo unspecified) | 12.1% | i | -24.4% | 17.3% | 2.5% | 7.7% | -0.5% | 4.2% | 4.0
Nc1nc2c([N+](=O)[O-])cccc2s1 | 1.4% | i | 9.9% | -2.3% | -15.1% | . | 3.0% | -1.4% | -20.9
CC(C)(C)OC(=O)N(CCc1ccccc1)Cc1cccc(OCc2cccc(NC(=O)C3CC3)c2)c1 | ? | i | ? | ? | -18.4% | -15.6% | -8.6% | 3.7% | ?
O=[N+]([O-])c1cccc(C=NN2CCCCCC2)c1 | 4.4% | i | ? | -3.0% | -1.1% | 67.4%[activator] | 0.0% | 8.6% | ?
CCOC(=O)C1CCN(CCC(=O)Nc2ccccc2)CC1 | 13.1% | i | 2.9% | -13.9% | -2.1% | 4.5% | -2.4% | 0.1% | -3.3
NNc1nc2cccnc2n(CCNc2ncc(C(F)(F)F)cc2Cl)c1=O | 20.6µM* | . | -12.0% | -1.3% | 1.9% | ? | -3.0% | 0.4% | 0.0
O=C(COC(=O)/C=C/c1ccccc1)NCc1ccccc1Cl | -5.8% | i | 2.3% | 13.6% | -6.8% | -12.5% | -6.5% | 20.4% | 4.8
CCOc1ccc(S(=O)(=O)NCCc2csc(-c3ccc(Cl)cc3)n2)cc1 | . | ? | . | 11.2µM* | -67.5% | ? | 3.0% | 1.5% | .
CCOC(=O)C1CCN(C(=O)CN(c2cccc(OC)c2)S(=O)(=O)c2ccccc2)CC1 | 6.3% | i | 9.1% | ? | 4.5% | 0.9% | -10.9% | -0.2% | -8.2
Cc1nc(CN2CCOCC2)cc(=O)[nH]1 | -1.2% | i | 2.7% | -2.9% | 4.3% | 0.8% | -6.2% | -0.1% | -19.9
COc1cccc(C(=O)N/N=C2\SCC(=O)N2Cc2ccc3c(c2)OCO3)c1 | 3.6% | i | ? | -10.3% | -3.5% | 3.0% | -8.1% | 0.3% | 4.9
COC(=O)C(C)NC(=O)c1ccc(C(C)(C)C)cc1 (stereo unspecified) | 2.4% | i | 21.0% | 0.5% | 2.9% | 22.5% | -7.4% | 4.7% | 28.5

Random excerpt: two records from the list.
Structure | MCF10A rereplic | ATXN viability | Nrf2 block | TGFb inhibitor | HepG2 viability | ATXN2 expr inh | A549 viability | Nrf2 activator | IL-1B inflam inh
COc1cccc(C(=O)N/N=C2\SCC(=O)N2Cc2ccc3c(c2)OCO3)c1 | 3.6% | i | ? | -10.3% | -3.5% | 3.0% | -8.1% | 0.3% | 4.9
O=C(COC(=O)/C=C/c1ccccc1)NCc1ccccc1Cl | -5.8% | i | 2.3% | 13.6% | -6.8% | -12.5% | -6.5% | 20.4% | 4.8

Part of the list above, as labelled records.
smiles: Cc1ccc(C(C)NC(=S)NCc2ccc(F)cc2)c(C)c1 (stereo unspecified)
  MCF10A rereplic = 17.9%	ATXN viability = i	Nrf2 block = ?	TGFb inhibitor = ?	HepG2 viability = -0.8%	ATXN2 expr inh = -1.6%	A549 viability = -3.5%	Nrf2 activator = -0.4%	IL-1B inflam inh = -15.7
smiles: NS(=O)(=O)c1ccc(NC(=S)NC(=O)c2cccs2)cc1
  MCF10A rereplic = -5.1%	ATXN viability = i	Nrf2 block = -3.8%	TGFb inhibitor = -2.7%	HepG2 viability = -11.3%	ATXN2 expr inh = .	A549 viability = -1.7%	Nrf2 activator = 3.3%	IL-1B inflam inh = -17.2

Next section
Structure | MCF10A rereplic | ATXN viability | Nrf2 block | TGFb inhibitor | HepG2 viability | ATXN2 expr inh | A549 viability | Nrf2 activator | IL-1B inflam inh
COc1cccc(NC(=O)Cn2cnc3c(oc4nc5c(cc43)CCCC5)c2=O)c1 | 10.9% | i | 2.3% | 6.5% | -1.8% | 3.8% | -3.7% | 0.0% | 0.0
CC(=O)Nc1ccc(NC(=O)CSc2nnc(-c3cccnc3)o2)cc1 | 0.0% | i | 2.5% | 3.9% | -0.9% | -3.1% | -0.2% | 0.0% | -9.3
COc1ccccc1NC(=O)CSc1oc(-c2ccc(F)cc2)nc1S(=O)(=O)c1ccc(Br)cc1 | . | i | -8.2%[9.27 µM] | 5.3% | 1.2% | 12.6% | 0.0% | 1.2% | .
Cc1c(NC(=O)CS(=O)(=O)c2ccccc2)c(=O)n(-c2ccccc2)n1C | -0.7% | i | 0.7% | -23.4% | 11.5% | 8.4% | -1.2% | -0.2% | 10.0
Cc1cc2ncn(CCOc3ccccc3C#N)c2cc1C | -4.7% | i | 9.0% | 3.5% | 2.5% | -11.9% | -7.3% | 0.4% | 5.0
O=C(CN1CCOc2ccccc21)NCc1ccccc1 | 0.1% | i | 14.9% | -1.0% | -1.1% | 3.4% | 1.2% | -0.3% | 30.5
O=C(CSCn1nnc2c(=O)[nH]c(Cc3ccc(F)cc3)nc21)Nc1cccc(C(F)(F)F)c1 | . | i | 7.9% | ? | -6.7% | 8.0% | -3.1% | 0.6% | .
CCCCn1c(=O)[nH]c(=O)c2c1nc(Cn1ncc(Cl)c(Cl)c1=O)n2CCC | ? | ? | 7.5% | 6.31µM* | 11.2µM* | ? | -3.9% | -2.3% | -104.0*
COC(=O)Nc1ccc2ncn(C)c(=O)c2c1 | -2.5% | i | 2.8% | ? | -89.2% | -7.8% | 2.1% | 0.3% | 3.3
COc1cccc(C(=O)N(CN2CCCC2=O)c2cccc(Cl)c2)c1 | -0.5% | i | 1.9% | ? | -2.0% | -9.9% | . | -0.2% | -6.0
Cc1ccc(CNC(=O)CCC2CCCN(Cc3cc4ccccc4o3)C2)o1 (stereo unspecified) | 21.3% | ? | 12.6% | ? | -31.7% | . | 0.5% | 4.2% | -6.2
CCOc1ccc(CCNC(=O)Cn2c(=O)c3cccn3c3cccnc32)cc1 | -0.1% | i | 9.7% | -4.6% | 0.4% | 3.9% | 0.0% | -0.7% | -65.6*
COc1cc(S(=O)(=O)NC2CCCC2)ccc1F | 4.5% | i | 11.0% | -11.8% | 0.0% | -5.8% | 10.6% | 0.3% | 11.9
CC(C)(C)c1ccc(C(=O)NCc2ccc(Cl)cc2)cc1 | -2.7% | i | ? | 8.2% | -23.3% | 3.7% | 0.5% | -0.2% | -4.4

Assay outcomes: PubChem, National Center for Advancing Translational Sciences (NCATS)
